Screening data deposited in PubChem BioAssay by several laboratories.
Yp Topo-I inh: Y. pestis Topo-I inhibition via cleavage products. AID 504884. activity, % at 10 µM. 0.064% of 360,000 active. Y. pestis Topo-I cleavage product accumulation, plate reader; in the data active = activity above about 50%, passing the limit was not always enough; note: inactives centre near 2
MazEF act: MazEF (E. coli) toxin RNase activation; P0AE70; FAM/BHQ RNA-DNA oligo cleavage fluorescence, 5 h; activation, % at 20 µM; 0.32% of 350,000 active; AID 504720; in the data active = activation above about 50%
Target sequence (P0AE70 whole entry, looked up): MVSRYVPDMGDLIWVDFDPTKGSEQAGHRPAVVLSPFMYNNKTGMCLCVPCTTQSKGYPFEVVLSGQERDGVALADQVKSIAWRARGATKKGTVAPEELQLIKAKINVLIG
DUSP3 inh: DUSP3 (human) phosphatase inhibition | P51452 | recombinant VHR phosphatase, pNPP absorbance | 0.52% of 290,000 active | inhibition, % at 13.3 µM; in the data active = inhibition above about 50%; note: some compounds called inactive have numbers as strong as hits
Target sequence (P51452 whole entry, looked up): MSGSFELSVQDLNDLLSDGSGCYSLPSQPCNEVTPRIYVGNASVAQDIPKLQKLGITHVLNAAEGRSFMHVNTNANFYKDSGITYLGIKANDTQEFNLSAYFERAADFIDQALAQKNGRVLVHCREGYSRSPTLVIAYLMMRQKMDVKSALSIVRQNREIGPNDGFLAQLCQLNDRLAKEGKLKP
Rv3671c inh: Rv3671c (M. tuberculosis) protease inhibition. P9WHR9. inhibition, % at 5.96 µM. 0.048% of 320,000 active. AID 2606; in the data active = inhibition above about 38%;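 note: extracellular domain of Rv3671c used as enzyme; 0% = enzyme with DMSO and 100% = no enzyme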
Target sequence (P9WHR9 whole entry, looked up, the tested form may be a part): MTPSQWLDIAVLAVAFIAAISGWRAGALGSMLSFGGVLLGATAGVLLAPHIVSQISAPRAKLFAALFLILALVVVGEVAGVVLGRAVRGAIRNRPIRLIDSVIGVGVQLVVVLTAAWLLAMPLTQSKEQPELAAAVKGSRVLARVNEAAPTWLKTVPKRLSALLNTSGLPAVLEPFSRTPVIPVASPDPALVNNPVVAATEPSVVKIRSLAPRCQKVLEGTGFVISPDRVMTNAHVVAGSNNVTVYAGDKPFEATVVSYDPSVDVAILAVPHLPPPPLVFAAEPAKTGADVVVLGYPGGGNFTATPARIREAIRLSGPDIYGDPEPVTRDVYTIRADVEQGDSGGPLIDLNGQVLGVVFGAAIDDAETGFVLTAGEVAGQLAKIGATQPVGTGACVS
3CLpro inhibitor: SARS-CoV 3CLpro protease inhibition. 0.14% of 290,000 active. recombinant SARS-CoV 3CLpro, quenched FRET peptide cleavage. inhibition, % at 6 µM. P0C6X7; in the data active = inhibition above about 12%
BH1578 lux ind: quorum light induction in luxS cqsA deficient V. cholerae | 0.16% of 350,000 active | V. cholerae BH1578 lux reporter, luminescence, 6 h | AID 588436 | activation, % at 18.7 µM; in the data active = activation mostly above about 9.7%, no sharp cut-off; note: not every result past the cut was called active; inactives centre near 0; reference of the scale not given here
CCHFV vOTU inh: CCHFV vOTU protease inhibition; Pep-AMC fluorescence; inhibition, % at 11.5 µM; 0.55% of 370,000 active; in the data active = inhibition above about 30%; note: 0% = vehicle wells with enzyme and 100% = no enzyme wells
TcdB GH inh: inhibitors of Clostridioides difficile toxin B glycohydrolase. P18177. TcdB glycohydrolase enzymatic assay, plate reader. inhibition, % at 9.99 µM. 0.24% of 350,000 active. AID 652162; in the data active = inhibition above about 10%
PriA SSB inh: K. pneumoniae PriA-SSBct interaction inhibition | AID 1272365 | 0.6% of 430,000 active | inhibition, % at 33 µM | AlphaScreen SSBct-PriA binding, biotinylated peptide; in the data active = inhibition mostly above about 37%, no sharp cut-off; inactive = mostly below about 20%;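 note: plate controls were negative control peptide for no effect and reference peptide for full effect; strong numbers were not always called active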
PrPC surface inh: reduces human prion protein on the cell surface; P04156; AID 720596; cell surface PrPC, TR-FRET read-out; 0.43% of 370,000 active; inhibition, % at 13.8 µM; in the data active = inhibition above about 24%; note: 0% = median of the test wells and 100% = reference compound wells
* = called active by the depositor; i = inactive; · = not tested or not shown.

canonical_smiles	Yp Topo-I inh	MazEF act	DUSP3 inh	Rv3671c inh	3CLpro inhibitor	BH1578 lux ind	CCHFV vOTU inh	TcdB GH inh	PriA SSB inh	PrPC surface inh
Cc1ccc(-c2csc(N3CCN(c4cc5c(cc4Cl)nc(C)n5CCN4CCCCC4)CC3)n2)cc1	4	-19	36	10	-2	i	10	0.3	10	-4
COc1ccc(O)c2c(=O)c3c(OC)cc4c(c3oc12)C1C=COC1O4 (configuration not stated)	4	32	4	-3	3	-0.3	0	-0.8	1	4
CCOc1cc(NC(=S)NCC(C)C)c(OCC)cc1NC(=O)c1cccs1	-5	8	14	-3	-1	-0.3	5	·	4	-4
O=[N+]([O-])c1ccc(N2CCN(S(=O)(=O)c3ccccc3[N+](=O)[O-])CC2)cc1NCc1cccnc1	26	3	-2	-2	-1	0.3	-2	·	19	-16
Cc1ccc(C)n1-c1ccc(C(=O)NN=C2CCCC2)cc1	4	10	28	7	2	-0.1	7	-0.2	-2	-7
COc1cc(NC(=O)Cc2ccccc2OC)cc(OC)c1	2	0	-1	-4	-1	0.4	-2	·	-9	-2
CCN(CC(=O)Nc1ccc2c(c1)OCCO2)C(=O)C1CC(=O)N(c2ccc(OC)cc2OC)C1 (configuration not stated)	-4	1	·	5	·	i	-4	2.5	-3	-5
COc1ccc(/C=C2/SC(=O)N(CCCCCC(=O)Nc3ccccc3C(=O)O)C2=S)cc1	8	-9	14	-30	3	i	24	-3.7	-1	8
CCCOc1ccc(C(=O)Nc2c[nH]c(=O)[nH]c2=O)cc1	5	0	18	5	1	-1.0	3	0.0	-14	8
CCOc1ccc(CCNC(=O)C2CCN(S(=O)(=O)N3CCCCC3)CC2)cc1OCC	-3	3	-20	5	-2	-0.1	-23	-0.1	0	1
Cc1ccc(Cn2cnc3c(cnn3C(C)(C)C)c2=O)cc1	7	0	-13	-6	2	i	-8	0.8	-2	5
O=C(CN1c2cccc3cccc(c23)S1(=O)=O)NCCc1ccc(F)cc1	25	6	·	-10	·	-1.5	-8	0.3	-1	2
O=C(NCc1ccc2c(c1)OCO2)C1CCN(c2nccc(C(F)(F)F)n2)CC1	-8	5	9	14	2	-0.8	5	1.3	0	2
OC(c1ccc(CN2CCCCC2)cc1)c1ncc(-c2ccccc2F)[nH]1 (configuration not stated)	4	·	·	·	·	-0.7	0	0.3	·	5
CCOC(=O)CNC(=S)N(Cc1cccs1)C1CCCC1	3	0	-13	12	2	-0.7	6	·	-3	2
O=C(CNS(=O)(=O)c1ccc(Br)s1)NCc1ccc2c(c1)OCO2	5	8	19	-13	5	i	·	1.8	0	·
COc1cc2nc(C3CCC3)n(NC(=O)C3CCC3)c(=O)c2cc1OC	-7	4	-6	2	4	-0.3	-5	·	-15	3
CCCCn1c(N)c(N(Cc2ccccc2OC)C(=O)COc2ccc(C)cc2)c(=O)[nH]c1=O	2	4	·	2	·	i	-2	1.8	7	-4
COCc1cccc(NC(=O)Cc2cccc3ccccc23)c1	0	-8	13	17	-4	-0.1	21	-0.3	-11	6
COc1cc(/C=N/NC(=O)Cc2ccccc2)cc(OC)c1OC	16	2	9	5	1	i	16	1.4	·	-2
COc1cc(NC(=O)c2c(-c3ccccc3Cl)noc2C)c2ncccc2c1	9	0	·	-1	·	i	15	0.6	-6	3
CCc1nc(SCC(=O)c2cccc([N+](=O)[O-])c2)n[nH]1	6	-1	8	-4	1	-0.2	0	-0.9	-13	-1
Cc1cc(C)c(C#N)c(Oc2ccc(O)cc2)n1	3	4	-19	2	5	-0.3	-1	6.7	0	-1
CC1=CC(C)(C)N(C(=O)CSc2nnc(-c3ccccc3)o2)c2ccc(C)cc21	22	4	14	-11	-2	i	-5	0.2	-14	0
O=C(O)c1ccc(NC(=O)C2(c3ccccc3)CCOCC2)cc1	-2	5	11	8	1	i	8	·	-16	-4
CCOC(=O)C1CCCN(c2nc3c(C)cccn3c(=O)c2/C=C(\C#N)C(=O)NCc2ccco2)C1 (configuration not stated)	3	10	1	-8	11	i	-26	0.0	-7	-16
CCn1c(Cc2cccc3ccccc23)nnc1SCC(=O)Nc1nccs1	-3	11	4	-13	5	-1.0	8	·	6	-3
CCN(CC)C(=O)CSC1=Nc2ccccc2C2=NC(c3ccccc3)C(=O)N12 (configuration not stated)	-3	4	37	3	-2	-0.3	-41	·	-1	4
CCc1ccc(C(=O)C(C)OC(=O)CN2C(=O)NC3(CCCC3)C2=O)cc1 (configuration not stated)	3	-15	·	·	·	-1.7	2	-0.4	-3	3
COc1ccccc1NC(=S)NC12CN3CN(CN(C3)C1)C2	1	7	11	1	2	-0.2	9	-0.6	-10	0
CC1=C(C(=O)OCC(C)C)C(c2ccsc2)NC(=O)N1 (configuration not stated)	8	11	15	-6	1	-6.2	-5	·	-13	5
COC(=O)C[C@H]1c2cc(F)cc(F)c2S(=O)(=O)N1C1CCN(Cc2ccccc2)CC1	12	-3	·	-4	·	i	-4	0.9	1	-7
O=C(Nc1cccc(-n2cnnn2)c1)c1ccncc1	7	10	25	2	4	2.1	-2	1.8	-2	4
COc1ccc(C2SCC(=O)N2C)cc1 (configuration not stated)	1	7	-8	3	4	i	-9	·	-1	6
Cc1cccc(C)c1N1CCc2cn[nH]c21	1	3	8	3	-4	i	17	·	10	6
CC(=O)OC[C@]12CC[C@H]3[C@@](C)(CC[C@H]4C(C)(C)CCC[C@]34C)[C@@H]1CC(C1=CC(=O)OC1O)O2 (some centres not stated)	25	·	·	·	·	-0.3	26	-0.2	·	54*
CCOC(=O)Nc1ccc(S(=O)(=O)NCCCN2CCOCC2)cc1	1	-3	6	-9	2	i	-1	·	-21	9
O=C(O)c1cccc(-n2c(O)c(C=C3N=c4ccccc4=N3)sc2=S)c1	-6	-6	25	8	7	0.2	9	0.2	11	-2
COC(=O)c1ccc(C2/C(=C(/O)c3ccc(Cl)cc3)C(=O)C(=O)N2C2CCS(=O)(=O)C2)cc1 (configuration not stated)	5	7	-18	-2	2	-4.3	-4	-0.2	·	-7
NN1C(=O)/C(=C2/Sc3ccccc3N2CCCS(=O)(=O)O)SC1=S	4	1	-10	5	1	-0.6	12	0.0	-4	-12
CSc1ccccc1OCc1cc(C(=O)NCC(C)Oc2cccnc2)no1 (configuration not stated)	16	-14	·	·	·	i	3	1.1	·	6
N/C(=N\OC(=O)c1ccc2ccccc2c1)c1ccccn1	5	5	17	-4	2	-0.3	-12	1.6	·	-10
CCN(CC(=O)N1CCOCC1)S(=O)(=O)c1ccccc1	1	1	-6	3	-5	-0.5	-5	0.0	-8	4
Cc1cccc(/C=N/NC(=O)c2cc(Br)ccc2O)n1	6	-16	16	2	3	0.4	-5	-0.7	·	15
COCc1nnc(NC(=O)CCCOc2ccccc2)s1	7	0	-13	-7	4	-0.3	-4	·	-22	16
COc1cc(COCC(O)CN2CCN(Cc3ccc4c(c3)OCO4)CC2)cc(OC)c1OC (configuration not stated)	1	10	39	3	2	-0.2	1	0.6	3	-5
Cc1ccc2c(Cl)c(C(=O)NCCCn3ccnc3)sc2c1	4	1	20	-8	1	-2.1	-12	·	9	6
Cc1ccc(-c2c3c(nc4sc(C(N)=O)c(N)c24)CCC3)cc1	-4	5	23	1	0	-12	4	·	-25	-7
Cc1c2ccccc2cc(Cc2ccccc2)[n+]1C	2	12	16	3	2	2.0	-20	0.6	1	-5
CNc1ccccc1NC(=O)CCn1c(=S)oc2ccccc21	-8	2	33	6	0	-0.2	4	1.3	2	1

In another format: four of the compounds above.
Below each SMILES: Yp Topo-I inh | MazEF act | DUSP3 inh | Rv3671c inh | 3CLpro inhibitor | BH1578 lux ind | CCHFV vOTU inh | TcdB GH inh | PriA SSB inh | PrPC surface inh
- COc1ccc(/C=C2/SC(=O)N(CCCCCC(=O)Nc3ccccc3C(=O)O)C2=S)cc1
    8 | -9 | 14 | -30 | 3 | i | 24 | -3.7 | -1 | 8
- CCCOc1ccc(C(=O)Nc2c[nH]c(=O)[nH]c2=O)cc1
    5 | 0 | 18 | 5 | 1 | -1.0 | 3 | 0.0 | -14 | 8
- CCOc1ccc(CCNC(=O)C2CCN(S(=O)(=O)N3CCCCC3)CC2)cc1OCC
    -3 | 3 | -20 | 5 | -2 | -0.1 | -23 | -0.1 | 0 | 1
- Cc1ccc(Cn2cnc3c(cnn3C(C)(C)C)c2=O)cc1
    7 | 0 | -13 | -6 | 2 | i | -8 | 0.8 | -2 | 5

The list continues:
canonical_smiles	Yp Topo-I inh	MazEF act	DUSP3 inh	Rv3671c inh	3CLpro inhibitor	BH1578 lux ind	CCHFV vOTU inh	TcdB GH inh	PriA SSB inh	PrPC surface inh
CCOC(=O)N1CCN(C(=O)CCNS(=O)(=O)c2ccc(C)c(C)c2)CC1	0	-1	·	7	·	i	-13	2.3	-3	6
CN(Cc1ccco1)C(=O)CCc1nc2sc3c(c2c(=O)[nH]1)CCCC3	21	-2	25	-7	2	0.8	-4	1.6	-4	6
Cc1cc(OC(C)C(=O)NCc2cccnc2)c2c(C)c(C)c(=O)oc2c1 (configuration not stated)	-6	-2	5	-3	-6	-0.1	10	1.6	-14	2
O=c1[nH]c(C2CCN(S(=O)(=O)c3cccc([N+](=O)[O-])c3)CC2)nc2c1nnn2Cc1ccccc1	6	4	-32	1	0	-0.3	1	0.8	4	-3
CN(Cc1cccc(Cl)c1Cl)C(=O)c1cccc(S(=O)(=O)N2CCN(Cc3ccccc3)CC2)c1	37	-5	25	-11	-1	i	4	-0.2	-1	10
CC(=O)c1ccc(S(=O)(=O)NCCOc2ccccc2)cc1	-3	-2	·	·	·	i	-6	-0.6	·	5
COc1ccc(NC(=S)NC(=O)/C=C/c2ccco2)c(OC)c1	2	9	6	-5	1	-4.7	2	0.1	28	1
COc1ccccc1N1CCN(C(=O)CCCN2C(=O)c3cccc4cccc(c34)C2=O)CC1	11	2	3	-2	2	-0.8	13	·	16	-24
CCOC(=O)[C@]12Cc3ccccc3[C@H]1N(Cc1ccccc1)C(=O)c1ccccc12	12	2	·	·	·	i	-1	-2.6	-14	10
O=C(c1ccccc1-c1ncc[nH]1)N1CCCC(Nc2ccc(F)cc2)C1 (configuration not stated)	-2	-14	-6	6	-2	-12	5	0.9	-1	7
O=C(Nc1cccc(S(=O)(=O)NC2=NCCC2)c1)c1cc(-c2ccccn2)nc2ccccc12	-4	-12	-2	-18	2	0.9	4	0.0	-17	-11
CCn1ccnc1CN1CCCC(C(=O)c2ccc(OC)cc2OC)C1 (configuration not stated)	0	-1	21	2	1	0.0	-6	-0.4	5	-2
COc1ccccc1CNC(=O)COc1ccccc1C(=O)c1cnn(-c2ccccc2)c1	25	-11	·	-20	·	i	0	-0.3	4	-4
CCOC(=O)C1CCN(S(=O)(=O)c2ccc(OCC(=O)OC)cc2)CC1	4	0	19	-7	-4	i	-16	-0.5	-10	0
O=C(N/N=C/c1cc([N+](=O)[O-])ccc1O)/C(=C\c1cccs1)NC(=O)c1ccccc1	-7	2	-4	9	6	i	16	·	·	-1
CCCCn1c(CCC(=O)O)nc2cc(S(=O)(=O)N(CC)CC)ccc21	2	-12	22	-51	-2	-0.6	10	1.0	0	-12
COc1ccc(OC)c(N=Cc2c(O)c3ccccc3oc2=O)c1	0	78*	8	6	-4	-0.4	-8	-1.1	-8	11
CCn1cc(CN(C)C(=O)CSc2nc(-c3ccco3)cc(C(F)(F)F)n2)c(C)n1	7	4	·	-4	-4	i	-29	·	9	-4
O=C(C1COc2ccccc2O1)N1CCc2ccccc2C1 (configuration not stated)	4	8	-4	3	2	i	5	·	-19	0
COc1ccc(C2c3ccc(O)cc3Oc3ncn(CCN4CCOCC4)c(=N)c32)cc1OC (configuration not stated)	-12	-40	-13	5	1	-0.3	5	0.9	0	-4
COCCn1c(-c2ccc(Cl)cc2)nc2oc3cc(OC)ccc3c(=O)c2c1=O	14	10	16	4	3	i	-9	0.3	-4	-6

A portion of the library; the hit share may differ from the screen's.
